MCL1 BIM primary: MCL1-BIM-BH3 interaction inhibition (human); GST-MCL1 / FITC-Bim-BH3 fluorescence polarization; Q07820; 320,000 compounds, 0.68% hits; AID 2057; inhibition, % at 10.9 µM;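 active = inhibition above the mean inhibition of all tested compounds plus 3 SD, set per campaign, cut at about 40% in these data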;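 note: 0% = DMSO wells and 100% = unlabeled Bim-BH3 peptide control; higher means more loss of mP so more displacement of Bim peptide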
Target sequence (Q07820 whole entry, looked up): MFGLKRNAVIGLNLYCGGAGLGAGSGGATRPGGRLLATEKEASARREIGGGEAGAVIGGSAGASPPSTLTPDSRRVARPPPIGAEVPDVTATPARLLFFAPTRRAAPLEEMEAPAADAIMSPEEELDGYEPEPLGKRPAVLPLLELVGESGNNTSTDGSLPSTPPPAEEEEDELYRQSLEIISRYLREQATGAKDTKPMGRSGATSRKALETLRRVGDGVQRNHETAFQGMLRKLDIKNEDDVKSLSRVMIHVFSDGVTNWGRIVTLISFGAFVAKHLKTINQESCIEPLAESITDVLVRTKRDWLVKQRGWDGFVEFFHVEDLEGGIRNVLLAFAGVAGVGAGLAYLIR
VLA-4 inh: inhibition in a human VLA-4 binding assay. inhibition, % (about 7 µM as worked out from the volumes in the protocol). P13612. 330,000 compounds, 0.2% hits. VLA-4 expressing cells, ligand binding flow cytometry; in the data active = inhibition above about 50%
MEX-5 binding: C. elegans MEX-5 TCR-2 RNA binding activity; Q9XUB2; MEX-5/FITC-TCR2 RNA binding, fluorescence polarization; active compounds read low; activity score (negative = inhibition of binding), % at 10 µM; 300,000 compounds, 0.38% hits; AID 1832;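 active = inhibition past about -25% in most replicates, and total fluorescence under double the plate's negative control median, limit read from the data; inconclusive = replicates evenly split on the limit, or fluorescence at least double controls; inactive = too little inhibition in most replicates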;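 note: 0% = DMSO and -100% = 5 µM competing unlabeled TCR2 RNA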
AGP1-GFP MLPCN: alters AGP1-GFP fluorescence in TOR pathway yeast screen; S. cerevisiae AGP1-GFP multiplex flow cytometry, 3 h; GFP as percent of DMSO wells; GFP response vs DMSO, % at 10 µM; 320,000 compounds, 0.02% hits;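 active = GFP response relative to DMSO above a set limit, near screen average plus 3 SD, cut at about 150% in these data; inconclusive = fewer than 70 cells counted for the yeast strain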;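 note: median GFP channel fluorescence of the gated AGP1 strain per well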
Bcl-xL primary: inhibitors of human Bcl-xL; Q07817; GST-Bcl-xL / FITC-Bim BH3 peptide fluorescence polarization; inhibition, % at 10.9 µM; 320,000 compounds, 0.7% hits; AID 2129;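 active = inhibition above the mean of all tested compounds plus 3 SD, cutoff set per campaign, cut at about 30% in these data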;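 note: 0% = DMSO wells and 100% = unlabeled Bim-BH3 peptide competitor; inhibitors lower millipolarization by displacing the labeled peptide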
Target sequence (Q07817 whole entry, looked up): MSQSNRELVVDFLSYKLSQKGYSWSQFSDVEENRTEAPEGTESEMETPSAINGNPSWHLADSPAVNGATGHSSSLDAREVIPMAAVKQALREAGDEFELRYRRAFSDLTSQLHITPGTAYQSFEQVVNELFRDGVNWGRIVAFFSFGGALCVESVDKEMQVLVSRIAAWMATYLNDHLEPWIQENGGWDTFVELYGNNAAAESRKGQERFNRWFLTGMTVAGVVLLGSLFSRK
GRK2 inh: blocks RNA aptamer binding to human GRK2. P25098. bead flow cytometry, FAM-aptamer displacement from GRK2. inhibition of aptamer binding, % at 10 µM. 330,000 compounds, 0.59% hits;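 active = inhibition of aptamer binding above 40%, roughly 3 SD of noise, on plates passing a quality check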;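 note: median bead fluorescence of bound FAM aptamer so fluorescent compounds give negative values; no value below 0 was filed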
Fam108B counter: Fam108B inhibition, counter-screen for RBBP9 inhibitors | recombinant Fam108B, FP-Rh probe fluorescence polarization | inhibition, % at 9.51 µM | 300,000 compounds, 0.33% hits | AID 1947;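 active = inhibition above the screen mean inhibition plus 3 SD, computed separately per campaign, cut at about 18% in these data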;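 note: inhibitors lower polarization as less probe binds the enzyme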
CIT2-GFP yeast: yeast TOR pathway CIT2-GFP modulation. S. cerevisiae CIT2-GFP strain, flow cytometry, 3 h; 100 means same as DMSO wells. GFP response vs DMSO, % at 10 µM. 320,000 compounds, 0.065% hits;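 active = GFP response relative to DMSO above a set limit, near the screen mean plus 3 SD, cut at about 150% in these data; inconclusive = Fewer than 70 cells measured for a yeast strain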;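 note: ratio of well median GFP fluorescence to mean of DMSO wells on the plate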
GLD-1 TGE inh: GLD-1-TGE RNA interaction inhibition (C. elegans) | Q17339 | purified GLD-1 + fluorescein TGE RNA, fluorescence polarization | inhibition, % at 5.96 µM | 320,000 compounds, 0.44% hits | AID 2280;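 active = percent inhibition above a per-plate cutoff, the plate mean of test compounds plus 3 SD, cut at about 30% in these data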;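 note: 0% = DMSO wells with GLD-1 and probe and 100% = wells lacking GLD-1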
Target sequence (Q17339 whole entry, looked up): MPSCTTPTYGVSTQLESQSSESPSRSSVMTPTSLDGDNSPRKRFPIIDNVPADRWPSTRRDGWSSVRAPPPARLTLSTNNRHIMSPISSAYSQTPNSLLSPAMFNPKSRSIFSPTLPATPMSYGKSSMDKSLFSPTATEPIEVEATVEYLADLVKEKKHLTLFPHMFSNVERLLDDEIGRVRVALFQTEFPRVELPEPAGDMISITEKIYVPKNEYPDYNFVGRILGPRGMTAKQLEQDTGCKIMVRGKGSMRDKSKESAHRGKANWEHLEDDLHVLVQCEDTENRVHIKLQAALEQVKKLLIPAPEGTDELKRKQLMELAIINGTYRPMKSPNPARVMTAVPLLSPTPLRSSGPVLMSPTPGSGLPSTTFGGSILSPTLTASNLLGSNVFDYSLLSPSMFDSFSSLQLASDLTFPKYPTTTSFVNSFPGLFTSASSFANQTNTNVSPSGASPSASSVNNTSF
* hit, by the source's call; ? = inconclusive; / = no result given.

SMILES	MCL1 BIM primary	VLA-4 inh	MEX-5 binding	AGP1-GFP MLPCN	Bcl-xL primary	GRK2 inh	Fam108B counter	CIT2-GFP yeast	GLD-1 TGE inh
CN(C)c1cccc(C(=O)N(C)C2CCCN(Cc3ccccc3F)C2)c1 (centres undefined)	3.0	-214.0	1.4	96.6	4.7	4.0	0.9	98.4	-2.2
O=C(NCCCN1CCN(c2ccccc2)CC1)C1CCCN(c2ncnc3c2nc2n3CCCCC2)C1 (centres undefined)	-4.6	-0.8	-1.0	97.5	3.4	0.0	3.0	99.9	-1.8
COc1ccc(-c2nnc(SCC(=O)Nc3c(Cl)cc(Cl)cc3C(=O)O)o2)cc1	/	22.3	/	104.1	/	0.0	/	111.6	-5.3
COc1ccc(OC)c(/C=C2/Sc3ccccc3C2=O)c1	-34.6	-126.0	-2.3	103.7	-34.0	0.0	2.8	103.3	-11.5
CCN(CC)S(=O)(=O)c1ccc(C)c(NC(=O)COC(=O)CCC(=O)c2cccs2)c1	-8.3	-4.3	/	110.6	-2.6	0.0	/	111.6	-1.7
Cn1ncc2cc(NC(N)=S)ccc21	3.8	11.6	3.5	96.6	5.5	0.0	0.7	94.9	0.6
O=c1[nH]c2ccccc2n1Cc1ccc(F)cc1	-4.7	13.7	-0.1	95.6	-1.2	0.0	-1.4	97.7	-4.2
Cc1ccc2cc(CCNC(=O)CC(C)C)c(=O)[nH]c2c1	-3.0	8.7	-3.5	99.9	-0.5	7.0	1.4	98.3	1.6
O=C(Nc1ccc(N2CCCC2)cc1)c1cccc(F)c1	3.9	-5.6	-0.5	97.4	9.6	0.0	3.5	105.6	-3.0
O=C(CSc1nnc(NCc2ccccc2)s1)c1ccco1	13.2	-4.2	-0.5	104.5	4.3	0.0	1.3	102.7	-5.0
CCN(C(=O)Cc1c(C(=O)O)[nH]c2ccccc12)c1cc(OC)ccc1OC	9.3	6.7	-0.9	98.6	6.0	2.0	0.8	99.0	6.7
COc1cccc(CCN2CCC(CNS(=O)(=O)c3cc(-c4cc(C)no4)ccc3C)CC2)c1	-2.5	4.0	3.8	?	0.7	0.0	-1.4	?	-0.4
O=[N+]([O-])c1ccc(N2CCN(Cc3ccc(Br)o3)CC2)cc1	/	-10.8	2.3	103.2	/	6.0	/	105.2	/
O=C(Nc1cccc(O)c1)c1cnn2cccnc12	0.5	5.9	1.4	93.7	0.0	0.0	1.6	96.1	3.7
CCN(CC)C(=O)COc1coc(CN2CCN(c3ccc(F)cc3)CC2)cc1=O	6.6	1.5	-3.2	95.2	8.4	4.0	1.5	97.0	-0.4
CN(CCO)CC(O)Cn1cnc2c1c(=O)n(C)c(=O)n2C (centres undefined) (tested in a mixture with another compound)	-1.1	14.6	1.8	98.9	0.3	4.0	0.6	96.5	-0.1
CC(=O)Nc1ccc(SCC(=O)Nc2ccccc2N2CCOCC2)cc1	/	11.0	/	98.7	/	0.0	/	96.2	-3.9
Cc1ccc(C(=O)NCCN2C3=NC[C@@H](Cc4ccccc4)N3C[C@H]2Cc2ccc(O)cc2)cc1Br	4.5	/	2.8	/	1.1	/	3.4	/	8.4
CCOC(=O)CSCC(NC(=O)OC(C)(C)C)C(=O)OCC (centres undefined)	-4.6	-1.4	2.4	120.9	-0.5	1.0	-5.6	121.2	-3.8
CC(C)(O)CNC(=O)Nc1ccc(Cl)c(Cl)c1	0.4	-1.1	-0.7	?	-3.2	0.0	0.2	?	3.0
C[C@H]1COC(=O)[C@@H](Cc2ccc(F)cc2)CC/C=C\C[C@H](CC(=O)NCCO)C(=O)N1	/	0.3	/	103.5	/	1.0	/	107.7	-0.3
O=C(NCCCNC(=O)c1ccc(Cl)cc1Cl)c1ccco1	-6.1	7.8	1.5	105.7	-1.6	2.0	0.1	108.6	5.2
Cc1c(Cc2ccccc2)c(=O)oc2c(C)c(OCC(=O)N3CCC(C(=O)O)CC3)ccc12	0.6	-5.8	0.9	94.3	8.3	3.0	0.4	97.1	-9.2
Clc1ccc(COn2nnc3ccccc32)c(Cl)c1	2.2	0.9	-1.9	96.7	3.5	6.0	-1.4	94.2	1.1
O=c1c(Oc2ccccc2F)coc2cc(OCc3cnn(-c4ccccc4)c3)ccc12	-2.4	20.6	0.7	97.0	2.6	1.0	-2.9	95.3	-1.4
CC1CC(C)(C)N2C(=O)C3(Nc4ccccc4S3)c3cccc1c32 (centres undefined)	-0.2	0.9	0.7	96.3	1.1	1.0	2.0	85.9	-1.6
CCc1ccc(Nc2nnc(SCC(=O)Nc3ccc(C(=O)O)cc3)s2)cc1	-9.2	4.8	0.9	102.0	2.1	3.0	-3.8	102.9	0.6
C/C(O)=C\c1nc(=O)c2c(C)cc(C)nc2n1-c1ccccc1	12.8	3.8	6.3	101.8	10.2	0.0	0.2	/	8.3
CC1(C)CC(=O)C2=C(C1)Nc1ccccc1NC2c1cccs1 (centres undefined)	6.5	-1.2	1.9	98.7	6.4	0.0	0.2	97.0	-7.8
Cn1c(SCc2c(F)cccc2Cl)nc2c(c1=O)SCC2	3.4	0.6	2.4	102.6	2.5	0.0	3.5	99.9	-6.0
CCOc1cccc(/C(O)=C2/C(=O)C(=O)N(CCN3CCOCC3)C2c2ccncc2)c1 (centres undefined)	8.7	8.1	-2.7	97.4	4.6	3.0	-0.7	91.3	-14.8
N#Cc1ccc(CSc2nnc(-c3ccccn3)n2-c2ccccc2)cc1	11.5	8.0	0.7	114.0	-2.1	2.0	1.0	101.9	-0.2
O=S(=O)(Cc1ccccc1)Nc1cccc(Br)c1	/	15.9	1.6	95.4	/	0.0	/	92.0	/
CCC1CCCCN1C(=O)CSc1nnc(CNC(=O)c2ccco2)o1 (centres undefined)	1.2	3.2	-1.0	106.5	-0.1	1.0	-0.2	89.2	2.1
O=c1c2ccccc2nc(SCCN2CCCCC2)n1CCc1ccccc1	-7.0	-0.4	2.9	100.6	-0.5	0.0	4.5	102.7	2.4
CC(NC(=O)COC(=O)c1ccc2c(c1)OCCO2)c1ccccc1 (centres undefined)	/	-8.3	/	98.2	/	0.0	/	97.7	4.8
N#Cc1ccccc1S(=O)(=O)N1CCN(C(=O)Cc2n[nH]c(=O)c3ccccc23)CC1	/	-112.6	/	96.3	/	2.0	/	89.0	3.4
CC(=O)N(CCOc1ccccc1)CCOc1ccccc1	4.7	-0.2	2.7	96.9	4.8	0.0	1.1	82.8	-5.1
Cc1cc(C)c2nc(SC(C)C#N)cc(C)c2c1 (centres undefined)	2.2	5.7	-0.1	86.0	-0.2	0.0	3.7	93.5	2.4
CS(=O)(=O)N(Cc1ccc(C(=O)N2CCc3ccccc3C2)cc1)c1ccccc1	2.6	-1.5	1.2	102.8	2.0	0.0	-1.5	97.0	9.9
Nc1nc2sc3c(c2cc1C(=O)NCC(=O)O)CCCC3	8.8	10.4	2.8	100.3	6.8	0.0	2.6	103.7	-10.4
CCc1cccc(CC)c1NC(=S)Nc1ccc2cn[nH]c2c1	1.1	-5.4	-0.5	104.2	0.3	4.0	-1.7	102.2	-4.4
CCn1c(=O)cc(OCC(=O)N2CCCC2)c2ccccc21	1.5	12.6	0.6	105.0	1.7	0.0	-0.7	102.5	4.0
O=C(N/N=C/C(c1ccccc1)c1ccccc1)c1ccccc1F	0.1	6.7	2.9	94.3	0.8	0.0	3.2	100.3	-0.5
COc1ccc2c(c1)N(C)/C(=C1/SC(=NCc3ccccc3)N(c3ccccc3)C1=O)S2	-2.7	90.5*	-10.8	/	-3.8	0.0	0.9	98.8	0.4
CCOC(=O)C1CCN(C(=O)CN(C)S(=O)(=O)c2ccc3c(c2)c(=O)n(C)c(=O)n3C)CC1	0.8	5.0	-0.4	90.6	3.1	0.0	-0.7	95.6	1.3
CC(C)(NC(=O)N1CCOCC1)c1cccc(C(C)(C)NC(=O)N2CCOCC2)c1	-1.4	16.7	0.9	90.9	5.2	0.0	-1.0	84.6	-1.0
COc1ccc(COC(=O)c2n[nH]c3ccccc23)cc1F	-0.2	4.9	0.9	99.8	1.8	1.0	-1.4	100.0	5.9
C=CCNC(=O)c1c(Cl)cnn1-c1ccc(C)cc1	-5.3	1.1	0.9	103.6	3.8	2.0	2.1	103.1	-7.2
CC(C)(Cc1cc(CC(C)(C)C(=O)O)cc(C(C)(C)C)c1)C(=O)O	7.4	47.0	0.6	80.2	-0.1	1.0	4.2	88.5	2.6
COC(=O)c1cn(CC(=O)Nc2ccc(OC)cc2)c2ccccc12	-1.2	17.3	-0.7	94.6	4.7	0.0	-2.9	100.0	3.6
O=C1CN(C(=O)COC(=O)c2oc3ccccc3c2COc2ccccc2)c2ccccc2N1	0.0	-9.7	-3.9	109.1	-5.7	0.0	-13.7	/	0.5
N=C1/C(=C\c2coc3ccc(O)cc3c2=O)C(=O)N=C2SC=CN12	-23.0	-49.7	?	101.1	60.9*	0.0	9.1	96.7	54.9*
O=S(=O)(c1ccc(-c2ccccc2)cc1)N1CCCCC1	7.8	-0.5	-0.1	101.5	5.3	2.0	-0.6	99.9	-1.2
CC(C)Cn1c(-c2cccs2)nc2ccccc21	0.1	1.3	1.1	93.1	2.2	0.0	-1.6	103.0	-7.1
CC1(C)CC(=O)c2cc(C(=O)NCc3ccco3)c(=O)n(-c3ccc(Cl)cc3)c2C1	-0.4	21.3	-0.4	98.8	2.1	7.0	3.4	/	3.0
NS(=O)(=O)c1ccc(CCNC(=O)CSc2ccc([N+](=O)[O-])cc2)cc1	10.2	2.6	0.1	99.0	11.3	2.0	-2.5	90.1	3.1
CCCC(C(=O)NNC(=O)c1cc(C)oc1C)c1ccccc1 (centres undefined)	/	0.0	/	101.2	/	0.0	/	112.7	-1.4
O=C(CBr)N1CCc2ccccc2C(c2ccccc2)C1 (centres undefined)	-15.2	-1.2	-3.0	100.3	-12.8	0.0	-0.6	92.5	1.7
O=C(Nc1ccc(F)cc1F)c1ccc2ncsc2c1	6.5	6.1	0.1	102.8	5.2	1.0	2.4	96.6	5.6

As entered above.
MCL1 BIM primary result of O=C(N/N=C/C(c1ccccc1)c1ccccc1)c1ccccc1F stands at 0.1
Fam108B counter result of CCn1c(=O)cc(OCC(=O)N2CCCC2)c2ccccc21 stands at -0.7
GLD-1 TGE inh result of CCCC(C(=O)NNC(=O)c1cc(C)oc1C)c1ccccc1 (centres undefined) stands at -1.4

Further records:
SMILES	MCL1 BIM primary	VLA-4 inh	MEX-5 binding	AGP1-GFP MLPCN	Bcl-xL primary	GRK2 inh	Fam108B counter	CIT2-GFP yeast	GLD-1 TGE inh
COc1ccc(C(CC(=O)N2CCN(c3ccccc3)CC2)c2c(O)cc(OC)cc2OC)cc1 (centres undefined)	8.9	/	2.6	/	7.1	/	-5.8	/	-0.1
COc1ccc(/C=N/Nc2nnc(Cc3ccccc3)c(=O)[nH]2)cc1OC	11.2	-1.3	1.0	98.9	4.3	1.0	5.1	91.4	2.9
CCCNC(=O)C(=O)NCc1ccccn1	4.9	7.7	-2.5	110.5	2.1	7.0	0.8	118.0	-5.0
CNC(=O)COC(=O)c1cc2c(C)nn(-c3ccc(F)cc3)c2s1	2.7	7.6	0.1	96.7	-1.7	0.0	-3.3	95.2	-1.4

Assay outcomes as filed in PubChem BioAssay.
